Screens deposited in PubChem BioAssay by several laboratories.
FXIa inh 1536: human FXIa protease inhibitors, primary screen, biochemical, 1536-well. 220,000 tested, 0.14% active. purified FXIa, Boc-Glu-Ala-Arg-AMC fluorogenic substrate. Coagulation factor XI (Homo sapiens), P03951. AID 798, 2007. inhibition, % at 5 µM;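 active means inhibition of at least 40%; inactive means inhibition below 40%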;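 further: fluorescence of freed AMC excited at 355 nm; 0% = enzyme without compound and 100% = no enzyme blank; many of its hits are not listed in these tables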
Thrombin inh: human alpha-thrombin inhibitors, primary screen, counter-screen for coagulation protease inhibitor project, biochemical, 1536-well, fluorogenic AMC substrate. Prothrombin (Homo sapiens), P00734. Boc-VPR-AMC fluorogenic substrate cleavage. inhibition, % at 5 µM. 220,000 tested, 0.26% active. AID 1046, 2008;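 active means inhibition at or above 40%; inactive means inhibition below 40%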;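 further: 0% = enzyme with no compound and 100% = wells without enzyme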
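System – human alpha-thrombin protein · Reagent – Boc-VPR-AMC substrate, 15 µM final · Compound – 5 µM single dose in 0.2% DMSO · Schedule – reaction at room temperature · Technique – AMC fluorescence at 355 nm excitation and 460 nm emission · Read-out basis – % inhibition relative to enzyme controls and enzyme-free blanks · Control set – no-compound enzyme wells and no-enzyme blanks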
Wee1 stabilizer: Wee1 degradation inhibitors, primary screen, cell-based, HeLa, Wee1K328M-luciferase, luminescence; reporter increase, % at 5 µM; HeLa Luc-Wee1K328M stability; 100% = proteasome inhibitor MG132 effect; Wee1-like protein kinase (Homo sapiens), P30291; 220,000 tested, 1.2% active; AID 1321, 2008;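 active means activation above the mean of all tested compounds plus 3 SD, set per screening run, cut at about 8.8% in these data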;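 further: cells exposed to compound for 20 h before luminescence read; 0% = DMSO alone and 100% = MG132 at 30 µM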
PERK inh: block of dimerizer-induced PERK translation repression, primary screen, PERK inhibitor project, CHO PERK-DD cells, SEAP luminescence, HTS; Eukaryotic translation initiation factor 2-alpha kinase 3 (Homo sapiens), Q9NZJ5; CHO PERK-DD fusion, SEAP luminescence translation reporter; inhibition, % at 5.6 µM; 220,000 tested, 0.17% active; AID 1416, 2008;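 active means inhibition above the mean inhibition of all tested compounds plus 3 SD, set separately per screening campaign, cut at about 2.9% in these data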;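 further: PERK kinase domain activated by AP20187 dimerizer at 100 nM; 0% = DMSO with dimerizer and 100% = rapamycin at 8.4 µM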
p97 inhibitor: inhibitors of human p97 ATPase, primary screen, biochemical | Transitional endoplasmic reticulum ATPase (Homo sapiens), P55072 | recombinant p97 ATPase, Kinase-Glo ATP luminescence, 3 h | inhibition, % at 8 µM | 220,000 tested, 0.42% active; in the data active means inhibition above about 15%;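 further: 0% = DMSO vehicle and 100% = wells lacking enzyme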
Furin inh: human furin inhibitors, primary screen, biochemical, fluorescence intensity. P09958. inhibition, % at 30 µM. purified furin, fluorogenic substrate cleavage. 220,000 tested, 0.061% active; in the data active means inhibition above about 25%; further: inactives centre near -15
Target sequence (P09958 108-714 limits assumed): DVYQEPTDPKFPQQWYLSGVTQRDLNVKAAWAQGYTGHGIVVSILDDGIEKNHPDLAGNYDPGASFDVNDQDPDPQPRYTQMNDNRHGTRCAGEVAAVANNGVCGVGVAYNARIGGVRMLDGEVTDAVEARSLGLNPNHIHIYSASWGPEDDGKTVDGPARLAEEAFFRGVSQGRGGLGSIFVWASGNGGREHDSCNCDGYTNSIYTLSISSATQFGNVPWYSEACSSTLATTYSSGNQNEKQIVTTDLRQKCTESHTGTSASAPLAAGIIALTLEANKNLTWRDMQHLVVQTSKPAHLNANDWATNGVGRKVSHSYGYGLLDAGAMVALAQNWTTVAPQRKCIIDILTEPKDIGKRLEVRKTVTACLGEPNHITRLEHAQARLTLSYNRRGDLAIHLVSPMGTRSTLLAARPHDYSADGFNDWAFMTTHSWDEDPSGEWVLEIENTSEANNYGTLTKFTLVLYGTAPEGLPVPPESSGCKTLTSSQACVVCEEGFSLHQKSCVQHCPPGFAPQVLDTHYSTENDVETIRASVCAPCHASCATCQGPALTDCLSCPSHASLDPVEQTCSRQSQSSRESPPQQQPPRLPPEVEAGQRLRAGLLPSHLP
FXIIa inh: human FXIIa protease inhibitors, primary screen, biochemical, 1536-well; Coagulation factor XII (Homo sapiens), P00748; purified FXIIa, Boc-QGR-AMC fluorogenic substrate, 2 h; inhibition, % at 5 µM; 220,000 tested, 0.3% active; in the data active means inhibition above about 40%;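 further: 0% = enzyme with no compound and 100% = blank without enzyme; many of its hits are not listed in these tables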
KLK5 inh: human KLK5 protease inhibitors, primary screen, biochemical, 1536-well. 210,000 tested, 0.59% active. recombinant hK5, fluorogenic AMC substrate cleavage. Kallikrein-5 (Homo sapiens), Q9Y337. AID 873, 2007. inhibition, % at 5 µM;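 active means inhibition of 40% or more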;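 further: 0% = enzyme controls without compound and 100% = no-enzyme blanks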
Cl transport mod: KCC2 cotransporter modulators, thallium flux, primary screen, cell-based, HEK293 KCC2, FluoZin-2 fluorescence, MLSMR; B-score of Tl+ flux slope (higher = more flux/activation; lower = inhibition) at 10 µM; 190,000 tested, 2.2% active; KCC2 cells, thallium flux FluoZin-2 fluorescence; Solute carrier family 12 member 5 (Homo sapiens), Q9H2X9;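 active means thallium flux slope and its plate-corrected score both differing from the plate sample mean at a set confidence after two filtering rounds, in either direction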;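 further: slope of fluorescence scaled to starting intensity during 10 to 20 s after thallium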
* hit, by the source's call; nt = not tested or not shown; [ ] = dose if it differs, or a comment.

The line under a structure holds: FXIa inh 1536, Thrombin inh, Wee1 stabilizer, PERK inh, p97 inhibitor, Furin inh, FXIIa inh, KLK5 inh, Cl transport mod
> CN1CCCN(Cc2nc(-c3cccc(C(F)(F)F)c3)no2)CC1
  -0.7, -4.3, 0.9, 0.1, -2.5, -17.8, 4.6, nt, 0.564
> NNC(=O)c1cnn(Cc2ccccc2)c1N
  -5.1, -2.1, 0.4, -0.5, -3.4, -12.1[20 µM], 5.2, -6.1, 0.0918
> COc1ccc(CCNC(=O)CCC(=O)N2CCN(S(=O)(=O)c3ccc(Cl)cc3)CC2)cc1OC
  3.9, -4.1, -1.1, 0.6, 7.5, -10.5[20 µM], 5.5, -6.2, -0.15
> O=C(COC(=O)C1CC(=O)N(Cc2ccco2)C1)c1ccc(OC(=O)c2ccccc2)cc1 (stereo unspecified)
  5.7, 0.1, -1.4, 2.5, 5.6, -15.5[20 µM], 7.1, -7.8, 0.0134
> Cc1cc2c(ncn2C)c(NS(=O)(=O)c2ccc(F)cc2)c1C
  -1.1, -4.7, 0.8, -0.6, -0.9, -16.7, 12.5, 5.4, 0.222
> COc1cc(S(=O)(=O)NC2CCCC2)c(OC)cc1Cl
  -1.2, -3.6, -2.3, -0.1, 0.8, -18.4[20 µM], 9.5, 4.3, nt
> CC(c1cccnc1)N(C(=O)Nc1ccccc1)C1CCCCC1 (stereo unspecified)
  0.6, -2.3, -2.7, 0.7, -0.1, -32.0, 10.5, -14.8, nt
> O=C(Nc1nnc(C2CC2)s1)c1n[nH]c(=O)c2ccccc12
  1.6, -4.0, -2.2, -0.8, 8.0, -21.9, 4.1, -0.6, nt
> CCCCOc1ccc(Nc2nc(C)cc(C)c2C#N)cc1
  2.3, -1.7, 1.9, 0.2, -0.9, -22.4[20 µM], 11.5, -3.5, 0.718
> O=C(CSc1nc(C2CCCCC2)nc2ccccc12)NCc1ccco1
  -1.4, -1.1, -3.6, 1.2, 1.3, 1.2, 4.7, -0.1, -2.61
> COc1ccc(S(=O)(=O)Nc2ccc(S(=O)(=O)N3CCOCC3)cc2)cc1C
  -1.3, -5.3, -0.4, -0.2, -7.0, -7.9[20 µM], 15.3, -0.9, nt
> Cc1ncc([N+](=O)[O-])n1Cc1ccc(Cl)cc1
  0.0, -4.4, -2.9, 0.5, 4.4, -26.2, 9.8, 3.8, -1.42
> COc1cc(C(=O)OC(C)C(=O)N2CCc3ccccc3C2)ccc1OCC(=O)N1CCOCC1 (stereo unspecified)
  -11.3, -0.8, 3.8, 0.7, 0.9, -18.4, 7.3, -26.8, nt
> CSc1nc2c(cc1C#N)C(=O)CC(C)(C)C2
  6.0, 9.8, -0.7, -0.9, -4.9, 4.2, 16.3, 15.9, nt
> CC(=O)NS(=O)(=O)c1ccc(NC(=O)c2ccc(-n3nc(C)cc3C)cc2)cc1
  -1.0, -2.6, -2.9, 1.6, -1.2, -22.5, 8.5, 5.3, 1.12
> O=C(CCc1nnc(CCc2ccccc2)o1)NC(c1cccnc1)C(F)(F)F (stereo unspecified)
  2.0, 0.7, 1.4, -0.3, 3.8, -17.6, 11.1, 3.2, -1.08
> O=C(Nc1ccc(OCC(=O)N2CCOCC2)cc1)c1cncc(Br)c1
  4.0, -2.4, -1.5, 0.6, -2.3, -13.0, 5.2, -16.0, 0.673
> CCn1c2ccccc2c2cc(NC(=O)CSc3nnc(-c4ccccc4)o3)ccc21
  -0.5, -2.5, -1.0, 0.1, 7.0, -12.8[20 µM], 8.9, 0.8, -1.22
> COc1cc(-c2nc(-c3ccc4c(c3)-c3ccccc3S4(=O)=O)c(-c3ccccc3)[nH]2)cc(OC)c1O
  -1.5, -0.6, 1.2, -2.8, 6.2, -16.0[20 µM], -8.9, -2.2, nt
> CCCOC(=O)C1=C(C)NC2=C(C(=O)CCC2)C1c1cc(OC)ccc1OC (stereo unspecified)
  16.5, -12.6, 0.6, -0.4, -4.3, -22.2, -4.0, -39.6, -0.947
> CC(C)c1ccccc1NC(=O)Cn1c(/C=C/c2ccccc2)nc2ccccc21
  -0.9, 2.7, 1.8, 0.0, 11.0, -20.4, 0.0, -1.6, -0.297
> CN1/C(=C\C(=O)c2ccccc2Cl)c2ccccc2CC1(C)C
  6.7, -0.4, -1.8, 0.4, 0.7, -11.9, 9.5, -21.9, -0.632
> CC(=O)Nc1ccc(S(=O)(=O)Nc2ccc3c(c2)OCCO3)cc1Cl
  -1.6, -2.2, -2.1, 0.4, -1.1, -14.9, 8.2, -1.9, 0.0836
> CN(C)C(=O)CSc1nnc2sc3ccccc3n12
  nt, nt, -2.3, -0.1, 3.3, -20.7, nt, nt, nt
> Cc1onc(-c2ccccc2)c1C(=O)Nc1nc2c(s1)CCCC2
  17.8, 2.0, 0.3, -1.0, -0.1, -18.4[20 µM], 26.9, -14.8, 0.599
> CCC(=O)Oc1ccc(C(=O)Nc2cccc(C(=O)c3ccccc3)c2)cc1
  -9.2, -6.0, -1.6, 0.6, -0.2, -17.2[20 µM], -9.9, 1.5, -1.03
> COc1cc(CO)ccc1OCc1ccc(Cl)nc1
  -0.4, -10.6, 8.8, 1.9, -3.5, -4.2, 8.3, -2.9, 0.423
> CC(C)(NC(=O)c1cc(Cl)c2ccccc2c1O)C(=O)O
  -5.5, -9.4, 2.7, 0.2, 0.3, -17.3, -2.8, -7.9, -1.01
> COc1cc(C(=O)NCCC(=O)NCCN2CCCCCC2)cc(OC)c1OC
  2.4, -0.1, 2.4, 0.8, 1.8, -14.5, 12.7, 1.3, 1.93
